Screening results: PubChem, National Center for Advancing Translational Sciences (NCATS)
Nrf2 ARE act: qHTS of Nrf2 Activators; AREc32 ARE-luciferase reporter (MCF7-derived line), luminescence, 24 h; Potency, µM (top dose mostly 46.1 µM), without a hit: at the highest dose activation, usual class: activators; actives 0.31% (n = 410,000); also: potency is read from the fitted curve at half-maximal effect; % of control where 0% means no effect; nearly all actives have a fitted effect of over 65% in size
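ARE activation measured as luciferase luminescence (Steady-Glo, 30 min RT) in AREc32_Fluc cells after 24 hr compound exposure at 37 deg C, 5% CO2; cells seeded overnight at 1000/well in OPTI-MEM, 5% FBS.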
TGFb SMAD3 inh: qHTS for Inhibitors of TGF-b. HepG2 CAGA-GFP TGF-b/SMAD3 reporter, GFP fluorescence, 18 h; TGF-beta stimulated, 500 pg/mL final. Potency, µM (titrated, usually from 46.1 µM), inactives show at the highest dose activity, negative = inhibition, actives largely listed as inhibitors. actives 1.2% (n = 410,000). AID 588855, 2011; also: potency is read from the fitted curve at half-maximal effect; % is scaled to controls: 0 for no effect and ±100 for the full control effect; nearly all actives have a fitted effect of over 65% in size
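HEPG2 CAGA-GFP cells (1000/well, DMEM with 1% FBS) were pre-incubated 2 h at 37 degrees C, given compound by pin tool, then stimulated with TGF-beta at 500 pg/mL final for 18 h before per-cell GFP fluorescence imaging.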
Abeta yeast res: qHTS for compounds that reverse cellular toxicity of Amyloid beta (A-beta) peptide in yeast: Primary Screen. yeast expressing A-beta42, growth rescue, OD600, 48 h; response scale: 0% DMSO, 100% iron-clioquinol control. AID 1347071, 2019. actives 0.063% (n = 410,000). Potency, µM (series often up to 46.1 µM), for inactives: at the highest dose growth rescue, most hits filed as activators; also: potency is read from the fitted curve at half-maximal effect; nearly all actives have a fitted effect of over 55% in size
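Yeast A-beta toxicity model in growth medium with pinned compounds, 48 h at 30 C; growth read as absorbance at 600 nm. Normalized to FeCl3/clioquinol equimolar mix (positive) and DMSO (negative).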
pAkt inh: HTS Assay for Inhibitors of Akt Phophorylation: Primary Screen | Neuro2A IGF-stimulated pAkt S473 HTRF, 20 min; hits give low values | activity change, % for hits at 50 µM | actives 0.32% (n = 360,000); in the data active = activity change below about -80%; inconclusive = mostly about -51% to -80%; also: % is scaled to controls: 0 for no effect and ±100 for the full control effect
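Single-point screen (50 µM final compound) in Neuro2A cells stimulated 20 min with 6 nM IGF at 37 deg C. After lysis, Ser473-phosphorylated Akt read by HTRF (ex 330 nm, em 615/665 nm) as the 665/615 ratio.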
Nrf2 block: Nrf2 qHTS screen for inhibitors. A549 ARE-Fluc reporter, luciferase luminescence, 18-24 h. Potency, µM (doses to about 46 µM), without a hit: top-dose activity change, negative = inhibition, usual class: inhibitors. actives 2.1% (n = 360,000). AID 504444, 2011; also: potency is read from the fitted curve at half-maximal effect; % is scaled to controls: 0 for no effect and ±100 for the full control effect; nearly all actives have a fitted effect of over 60% in size
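Nrf2 activity is the BugLite luminescence, read 15 min after reagent at room temperature, following CellTiter-Fluor cytotoxicity readout (30 min, 37C). Compound titrations were applied for 18-24 h to 5000 A549 ARE_Fluc cells/well in 5% FBS OPTI-MEM.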
HepG2 viability: qHTS for Inhibitors of TGF-b: Cytotox Counterscreen; HepG2 CAGA-GFP viability, ATP luminescence, 18 h; Potency, µM (series often up to 46.1 µM), for inactives: top-dose activity change, negative = cytotoxicity, most hits filed as cytotoxic; actives 0.76% (n = 410,000); also: potency is read from the fitted curve at half-maximal effect; some results filed as inactive show a strong effect at the top dose
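CellTiter-Glo luminescence gave cytotoxicity after 18 hours at 37 degrees C. The cells were HepG2 CAGA-GFP in 1% FBS DMEM, stimulated with 500 pg/mL TGF-beta after compound addition. %Activity was normalised to no-cell wells (complete cell-killing) and DMSO (no toxicity), and curves were fitted and classified.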
CCT chaperon mod: High-Throughput Screening for Modulators of Cytosolic Chaperonin Activity. purified chaperonin ATPase assay, HTRF ADP detection, 30 min. activity change, % (concentration not given with the values), hits read low. actives 0.3% (n = 360,000). AID 651819, 2012; in the data active = activity change below about -30%; also: % is scaled to controls: 0 for no effect and ±100 for the full control effect
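TRiC at 40 or 20 nM final (batch-dependent) in 30 mM Tris pH 7.4, 100 mM KCl, 5 mM MgCl2, 1 mM DTT, with compound at single 76 uM and 10 uM ATP, 30 min at 37 deg C. ADP detected by HTRF Transcreener, 665/615 ratio.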
A549 tox: Nrf2 qHTS screen for inhibitors: counterscreen for cytotoxicity; A549 ARE-Fluc cells, CellTiter-Fluor viability, 18-24 h; AID 504648, 2011; actives 0.16% (n = 390,000); Potency, µM (titrated, usually from 46 µM), for the others: at the top dose activity change, negative = cytotoxicity, usual class: inhibitors; also: potency is read from the fitted curve at half-maximal effect; % is scaled to controls: 0 for no effect and ±100 for the full control effect
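A549 ARE-Fluc cells in 5% FBS OPTI-MEM, 5000 cells/well, rested 2 h then exposed to compounds in concentration-response for 18-24 h at 37 °C. Viability by CellTiter-Fluor fluorescence (Ex 405/Em 525) after 30 min; luciferase luminescence (BugLite, 15 min, RT) read afterwards.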
Mm-Cpn inhibitor: Inhibitors of TCP-1 ring complex (TRiC) of Methanococcus maripaludis (MmCpn): qHTS; Chaperonin Mm-Cpn (Methanococcus maripaludis); actives 0.031% (n = 330,000); purified Mm-Cpn ATPase, ADP Transcreener TR-FRET; Potency, µM (doses to about 76.9 µM), for the others: at the top dose activity, negative = inhibition, most hits filed as inhibitors; also: potency is read from the fitted curve at half-maximal effect; % is scaled to controls: 0 for no effect and ±100 for the full control effect; nearly all actives have a fitted effect of over 80% in size
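Quantitative HTS used 25 nM Mm-CPN and 10 uM ATP in magnesium/KCl Tris buffer, pH 7.4, with 1 mM DTT. Hydrolysis ran 30 min at 37°C; ADP was read by HTRF.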
Active calls of the source: *; i = inactive; ? = inconclusive; . = no result given; & = joins results of further samples; [ ] = another dose, or the depositor's remark. Unless noted, calls follow the shape of the dose curve; as a rule, active = well fitted curve in the direction sought with a large enough effect; inconclusive = small, poorly fitted or top-dose-only effect, or another doubt; inactive = no such curve, though single readings can be large; an effect the other way counts as inactive or inconclusive.

SMILES | Nrf2 ARE act | TGFb SMAD3 inh | Abeta yeast res | pAkt inh | Nrf2 block | HepG2 viability | CCT chaperon mod | A549 tox | Mm-Cpn inhibitor
Cc1cc(C)n(C2CC(=O)N(c3ccccc3)C2=O)n1 (stereo not drawn) | -0.3% | 4% | 5% | i | 6% | 3% | -1.6 | 1% | -1%
CC/C(=N/NC(=O)CCC(=O)Nc1ccccc1OC)c1ccccc1 | 1.1% | 5% | -4% | i | 2% | 3% | -1.3 | -4% | 1%
CCOC(=O)c1c(C)oc2c1c(/C=N/c1ccccn1)c(O)c1ccccc12 | . | -4% | . | . | 30% | 3% | . | -6% | .
CC(C)CN1CCC(=O)N(CCSc2ccc(Br)cc2)CC1 | 5.4% | ? | -5% | i | 1%&1% | 0%&-23% | 1.4 | -1%&4% | 0%
COc1ccc(CCn2c(SCC(=O)Nc3cc(C)on3)nc3ccsc3c2=O)cc1OC | 0.4% | -16% | 19% | i | ? | -12% | -1.3 | ? | -11%
CCOc1ccc(C(=O)NCC(=O)N2CCN(C/C=C/c3ccccc3)CC2)cc1OCC | 0.4% | -6% | 1% | i | -24% | -18% | 1.2 | -3% | 3%
O=C(NCc1ccco1)C(c1ccncc1)N(CCC1=CCCCC1)C(=O)Cn1nnc2ccccc21 (stereo not drawn) | 3.3% | ? | 24% | i | . | -31% | -0.8 | -5% | 2%
COc1cc(C(=O)OCC(=O)c2cc(C)n(CC3CCCO3)c2C)ccc1OCC(=O)N1CCOCC1 (stereo not drawn) | 0.1% | -5% | -4% | i | -19% | -17% | -0.8 | 1% | .
Cc1cc(Br)ccc1NC(=O)CN(C)C(=O)CN1C(=O)NC2(CCCC2)C1=O | 0.1% | 4% | 5% | i | 18% | 0% | 4.0 | 0% | 0%
Cc1ccc(NC(=O)COC(=O)CCc2ccc(S(=O)(=O)N3CCOCC3)cc2)cc1C | -0.1% | 6% | -9% | i | 12% | -2% | -0.6 | -6% | 2%
Cc1cccc(COc2ccc(/C(O)=C3\C(=O)C(=O)N(CCN(C)C)C3c3ccncc3)cc2)c1 (stereo not drawn) | 0.6% | -22% | 15% | i | 0% | -11% | 0.5 | -3% | -1%
CCCC(=O)OCc1cnc(C)c2oc(=O)c(C(=O)Nc3ccccc3)cc12 | -0.2% | 2% | 6% | . | . | -6% | . | 3% | .
COC(=O)CN(c1nc(C)c(Cl)c(OC)n1)S(=O)(=O)c1ccc(C)cc1 | -0.9% | 0% | -18% | i | -28% | -4% | 2.3 | -6% | 1%
CCOC(=O)C1=C(c2ccccc2)N=C2SCC(=O)N2C1c1ccc2c(c1)OCO2 (stereo not drawn) | -0.2% | 8% | 5% | i | 3% | 5% | 1.3 | -11% | -24%
COC(=O)c1[nH]c2cccc(OC)c2c1NC(=O)C(C)N1CCC(C)CC1 (stereo not drawn) | 0.0% | 10% | 13% | i | -18% | -13% | -14 | -1% | 0%
COc1cccc(/C=C/c2nc(C#N)c(NCCc3ccc(OC)c(OC)c3)o2)c1 | 0.2% | ? | -7% | . | -9% | 0% | . | 9% | .
Cc1nnc(SCC(=O)Nc2ccc(F)cc2)n(N)c1=O | -0.1% | 3% | 18% | i | -4% | -1% | -3.5 | -1% | -4%
CCCCC(=O)Nc1ccc(C(=O)c2ccccc2)cc1 | 0.8% | 10% | ? | i | ? | 2% | 0.3 | -1% | 0%
CCOC(=O)c1ccccc1NC(=O)c1ccccc1N(C)S(C)(=O)=O | -0.9% | 6% | -16% | i | 7% | -33% | -1.0 | -4% | .
COc1cc(NC(=O)Cc2cccc3ccccc23)c(C(=O)O)cc1OC | -0.3% | 7% | -8% | i | 4% | 13% | 1.1 | -1% | 1%
CCOC(=O)c1[nH]c(C)c(C(=O)NCCc2ccc(OC)cc2)c1C | 0.1% | -3% | -2% | . | . | 0% | 0.8 | 2% | 0%
Clc1ccc(CSCCc2ccncc2)cc1 | 0.7% | -3% | 11% | i | ? | -4% | 1.3 | -4% | 0%
CC1CC1C(=O)Nc1cc(S(=O)(=O)N2CCOCC2)ccc1N1CCCC1 (stereo not drawn) | 0.1% | -11% | -15% | i | -13% | -1% | 0.4 | -7% | -10%
Cc1ccc(SCC(=O)c2ccc[nH]2)cc1 | 5.9% | 0% | 5% | i | ? | 11% | 0.4 | 1% | 1%
NC(=O)N1CCc2ccccc21 | -0.9% | 28% | -13% | i | -11% | -66% | 0.5 | 4% | -2%
CCCCCCn1c(=O)n2n(c1=O)C[C@]1(OC(=O)NCc3ccc(OC)c(OC)c3)CN(S(=O)(=O)c3ccc(C)cc3)C[C@]1(O)C2 | 6.7% | ? | 0% | i | . | -27% | -0.8 | . | .
O=C(CN1CCN(c2ccccc2)CC1)NC(=O)NCc1ccccc1 | 0.2% | -12% | 13% | i | -4% | -9% | -0.8 | 5% | 0%
CCOc1ccc(NC(=O)c2ccco2)cc1S(=O)(=O)N1CCCC1 | 6.4% | -24% | 9% | i | 8% | 10% | -0.8 | 2% | 0%
CC1(C)NC(=O)N(CC(O)CNC23CC4CC(CC(C4)C2)C3)C1=O (stereo not drawn) | -0.6% | -6% | 15% | i | 5% | -4% | 1.8 | 3% | 1%
COc1ccc(CCNC(=S)N2CCN(S(=O)(=O)c3ccccc3F)CC2)cc1 | -0.5% | 2% | 0% | i | -25% | -1% | 0.1 | -5% | -2%
C=CCOc1ccc(/C(O)=C2\C(=O)C(=O)N(CCOC)C2c2cccnc2)cc1 (stereo not drawn) | -0.4% | 6% | 5% | i | ? | -1% | -2.6 | 1% | 1%
CCOc1ccc(N(C)S(=O)(=O)c2ccc(C)c(C(=O)N3CCN(Cc4ccc5c(c4)OCO5)CC3)c2)cc1 | 2.5% | -15% | 17% | i | ? | -11% | 0.8 | -9% | 1%
Cc1ccc(C(=O)NCCCNC(=O)c2ccc(Cl)cc2)cn1 | -0.1% | 1% | -3% | i | -6% | -1% | -1.8 | 0% | 3%
Cc1ccc(CNC(=O)c2cccn2-c2nnc(N3CCCC3)s2)cc1 | 0.7% | ? | 20% | . | -17% | -32% | . | -2% | .
Cc1ccccc1NC(=S)NN1CCN(C)CC1 | -0.7% | 11% | -19% | i | 10% | 10% | -4.1 | 7% | -1%
CCC1(C)Cc2ccccc2-c2nc(NCCO)n(-c3ccc(C)cc3)c(=O)c21 (stereo not drawn) | 7.4% | -20% | -16% | i | -15% | -8% | 2.8 | -13% | 0%
CC(CNC(=O)c1cc2cc(S(=O)(=O)N3CCCCC3)ccc2n1C)c1ccccc1 (stereo not drawn) | 0.3% | ? | -14% | . | . | -10% | . | 1% | .
COc1ccc(Cn2nnnc2C(c2ccc(F)cc2)N2CCN(C3CCCC3)CC2)cc1 (stereo not drawn) | 2.5% | 2% | 18% | i | . | -29% | 0.1 | -3% | 0%
C=CCN1N=C(/C=C/c2ccc(C)cc2)CCC1=O | 5.6% | 17% | 1% | i | ? | 0% | -0.5 | 8% | 0%
COc1ccc(CCC(=O)NNC(=O)Nc2ccccc2Cl)cc1 | -1.7% | -8% | -2% | i | -6% | -6% | -4.0 | 8% | 1%
Cc1cccc(OCCCC(=O)NNC(=O)c2cccc(N(C)C)c2)c1 | 0.6% | 0% | -6% | i | 4% | -3% | 0.2 | 11% | -3%
COc1ccc(CN2CCN(C(=O)c3cccc4ccccc34)CC2)cc1Br | -0.2% | ? | 4% | i | 14% | -14% | -0.2 | -5% | -2%
Cc1cc(Br)ccc1NC(=O)CCNS(=O)(=O)c1cccc2nonc12 | 0.0% | 0% | -8% | . | -4%[9.27 µM] | -21% | . | 2% | .
O=S1(=O)c2ccccc2N(Cc2cccc(C(F)(F)F)c2)c2ccccc21 | -0.2% | ? | 0% | . | -25% | -13% | . | 1% | .
O=C(C1=NN[C@@H]2C(=O)N(c3cccc(F)c3)C(=O)[C@H]12)c1ccc2ccccc2n1 | 4.7% | -1% | 9% | i | 2% | -4% | -1.7 | -2% | -4%
O=C(CCSc1nc(-c2ccco2)cc(C(F)(F)F)n1)NCCN1CCOCC1 | 2.0% | -6% | -5% | i | 6% | 9% | -1.4 | -1% | 0%
COC(=O)c1ccc(N=Nc2c(C)[nH]n(-c3ccccc3)c2=O)cc1 | 4.9% | 1% | -4% | i | -12% | -29% | -3.6 | -13% | 0%
CC1CCN(S(=O)(=O)c2ccc(NC(=O)c3ccccc3F)cc2)CC1 | -0.5% | -5% | -20% | i | ? | -38% | -0.5 | -13% | 2%

Sorted by molar mass (falling): some entries from above.
SMILES | Nrf2 ARE act | TGFb SMAD3 inh | Abeta yeast res | pAkt inh | Nrf2 block | HepG2 viability | CCT chaperon mod | A549 tox | Mm-Cpn inhibitor
Cc1cc(Br)ccc1NC(=O)CCNS(=O)(=O)c1cccc2nonc12 | 0.0% | 0% | -8% | . | -4%[9.27 µM] | -21% | . | 2% | .
O=S1(=O)c2ccccc2N(Cc2cccc(C(F)(F)F)c2)c2ccccc21 | -0.2% | ? | 0% | . | -25% | -13% | . | 1% | .
CC1CCN(S(=O)(=O)c2ccc(NC(=O)c3ccccc3F)cc2)CC1 | -0.5% | -5% | -20% | i | ? | -38% | -0.5 | -13% | 2%
